# PRC2 inh – EZH2/PRC2 methyltransferase inhibitors, primary screen, biochemical, DELFIA time-resolved fluorescence, single point. Histone-lysine N-methyltransferase EZH2 (Homo sapiens), Q15910. PRC2 H3K27 methylation, DELFIA TRF, 1 h. inhibition, % at 12.5 µM. 57,000 tested, 0.35% active. AID 651548, 2012;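 active = mean inhibition of replicates at least 50% and every single replicate also reaching 50%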;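 note: dimethyl H3K27 on biotinylated H3 21-44 peptide detected by antibody; plate controls were median neutral control wells for no effect and median positive control wells for full effect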
# IDH1 mut inh – inhibitors of IDH1 R132H reductase, primary screen, biochemical, plate reader, single point | diaphorase/resazurin fluorescence, 60 min | inhibition, % at 10 µM | 70,000 tested, 0.18% active; in the data active = inhibition above about 34%;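 note: 0% = DMSO and 100% = no enzyme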
# Target sequence (O75874 whole entry R132H): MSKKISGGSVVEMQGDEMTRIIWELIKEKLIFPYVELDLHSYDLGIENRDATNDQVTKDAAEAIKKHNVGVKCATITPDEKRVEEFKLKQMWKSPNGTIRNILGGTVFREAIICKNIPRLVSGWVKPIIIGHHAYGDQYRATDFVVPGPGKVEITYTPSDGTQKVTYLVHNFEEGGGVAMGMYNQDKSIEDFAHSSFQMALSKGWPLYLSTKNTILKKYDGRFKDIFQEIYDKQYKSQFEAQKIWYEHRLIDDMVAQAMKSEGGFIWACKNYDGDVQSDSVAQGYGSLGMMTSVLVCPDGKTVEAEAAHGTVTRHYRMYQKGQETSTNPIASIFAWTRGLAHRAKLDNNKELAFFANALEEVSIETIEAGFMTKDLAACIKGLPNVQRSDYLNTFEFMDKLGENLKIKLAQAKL
# The depositor's hits bear a star; . = no result given. Only part of the results is shown; count on the stated rates, not on these rows.
smiles	PRC2 inh	IDH1 mut inh
COc1ccc(NC(=O)N(C)C[C@@H]2OCCCC[C@H](C)Oc3ccc(NC(=O)Nc4cccc5ccccc45)cc3C(=O)N([C@@H](C)CO)C[C@H]2C)cc1	.	-0.2
CN(C)C(=O)C[C@H]1C[C@@H]2c3cc(NC(=O)Nc4ccccc4F)ccc3O[C@@H]2[C@@H](CO)O1	11	0.2
CCCC(=O)Nc1ccc2c(c1)OC[C@@H](C)N(C(=O)CC1CC1)C[C@H](C)[C@@H](OC)CN(C)C2=O	1	-0.1
C[C@H]1CN([C@@H](C)CO)C(=O)c2cc(-c3cccc(F)c3)cnc2O[C@H]1CN(C)Cc1ccccc1	3	-1.4
Cc1c(N(CC(=O)O)S(=O)(=O)c2ccccc2)c(=O)n(-c2ccccc2)n1C	-1	2.2
CO[C@H]1CN(C)C(=O)c2ccc(NC(=O)Nc3c(C)noc3C)cc2OC[C@@H](C)N(C)C[C@@H]1C	7	0.3
C[C@H](CO)N1C[C@H](C)[C@@H](CN(C)Cc2ccc(F)cc2)Oc2cc(C#CCN(C)C)ccc2S1(=O)=O	6	-0.6
Cc1nn(C(C)C(=O)NCc2ccco2)c(C)c1[N+](=O)[O-] (stereo not given)	16	1.3
C[C@@H]1CN([C@H](C)CO)C(=O)c2cc(NC(=O)Cc3ccccc3)ccc2O[C@@H](C)CCCCO[C@H]1CN(C)Cc1ccncc1	-1	17
C[C@@H]1CN([C@@H](C)CO)S(=O)(=O)c2ccc(C3=CCCCC3)cc2O[C@H]1CN(C)Cc1cccc(C(=O)O)c1	56*	.
O=c1[nH]c2cc(Cl)ccc2c(O)c1-c1cccc(Oc2ccccc2)c1	-3	0.0
C[C@@H](O)C#Cc1ccc2c(c1)O[C@H](CN(C)C(=O)c1ccncc1)[C@@H](C)CN([C@@H](C)CO)S2(=O)=O	.	1.7
C[C@@H]1CN([C@H](C)CO)C(=O)c2cccc(NS(=O)(=O)c3ccc(F)cc3)c2O[C@H]1CN(C)S(=O)(=O)c1ccc(F)cc1	.	3.8
O=C(O)CCNS(=O)(=O)c1cccc(Cl)c1	-16	-0.3
CO[C@H]1CN(C)C(=O)c2ccc(NC(=O)c3ccccc3F)cc2OC[C@@H](C)N(C)C[C@@H]1C	7	.
CC(Oc1ccc(Cl)cc1Cl)C(=O)Nc1ccccc1-c1nc2ccccc2s1 (stereo not given)	-17	0.3
CCCN(C)C[C@H]1OCc2cn(nn2)CCCC(=O)N([C@H](C)CO)C[C@H]1C	.	0.6
CC(C)C#Cc1ccc2c(c1)O[C@H](CN(C)C(=O)C1CCCCC1)[C@H](C)CN([C@H](C)CO)S2(=O)=O	-26	.
C[C@H](CO)N1C[C@H](C)[C@H](CN(C)C(=O)C2CCCCC2)Oc2cc(C3=CCCC3)ccc2S1(=O)=O	-13	3.7
NC(=O)c1c(NC(=O)C(Cc2ccccc2)N2C(=O)c3ccccc3C2=O)sc2c1CCCC2 (stereo not given)	-12	0.2
C[C@H](CO)N1C[C@H](C)[C@@H](CN(C)C(=O)Nc2ccc(F)cc2)Oc2ccc(NC(=O)Cc3cn(C)c4ccccc34)cc2C1=O	-5	-7.7
CCCC(=O)Nc1ccc2c(c1)OC[C@@H](C)N(C(=O)c1cccnc1)C[C@H](C)[C@@H](OC)CN(C)C2=O	2	0.5
COCc1cn(CC[C@@H]2CC[C@H](NC(=O)c3ccncc3)[C@@H](CO)O2)nn1	5	0.1
C[C@@H]1CN([C@H](C)CO)C(=O)c2cccc(NC(=O)Nc3ccc(C(F)(F)F)cc3)c2O[C@@H]1CN(C)C(=O)Nc1ccc2c(c1)OCO2	.	0.6
CO[C@@H]1CN(C)C(=O)c2ccc(NC(=O)c3ccc(F)cc3)cc2OC[C@@H](C)N(C)C[C@@H]1C	3	0.4
O=C(OC[C@@H]1[C@H]2c3ccccc3OC1(CO)N=C1SCCCN12)c1ccccc1	-3	.
COc1ccc(NC(=O)N(C)C[C@@H]2Oc3c(NS(=O)(=O)c4ccccc4)cccc3C(=O)N([C@H](C)CO)C[C@@H]2C)cc1	.	-0.6
CCOC(=O)c1ccc(CNC(=O)c2n[nH]c(=O)c3ccccc23)o1	.	-1.0
COc1ccc(CN(C)C[C@@H]2Oc3ccc(NC(=O)CCN4CCOCC4)cc3C(=O)N([C@H](C)CO)C[C@@H]2C)cc1	-1	2.1
O=C(COc1ccc(I)cc1)NCc1ccco1	.	0.9
CO[C@H]1CN(C)C(=O)c2cc(NC(=O)c3ccccc3F)ccc2OC[C@@H](C)N(CC2CC2)C[C@H]1C	3	-0.1
COc1ccc(NC(=O)Nc2ccc3c(c2)C(=O)N([C@@H](C)CO)C[C@@H](C)[C@H](CN(C)S(=O)(=O)c2cccs2)O3)cc1	.	0.0
COC(=O)CCCCCCC(=O)N/N=C/c1ccc(OCCCN(C)C)cc1	-4	.
C[C@H]1CN([C@@H](C)CO)C(=O)c2cc(C#CCN(C)C)cnc2O[C@@H]1CN(C)C(=O)Cc1cccnc1	-1	-3.1
Cc1ccc(S(=O)(=O)N(C)C[C@@H]2OCCCC[C@@H](C)Oc3ccc(N(C)C)cc3C(=O)N([C@H](C)CO)C[C@@H]2C)cc1	1	1.2
CO[C@H]1CN(C)C(=O)c2ccc(NC(=O)c3cccc(F)c3)cc2OC[C@@H](C)N(C)C[C@H]1C	1	-0.3
CC(C)NC(=O)N(C)C[C@@H]1OCCCC[C@@H](C)Oc2ccc(NC(=O)Nc3ccc(C(F)(F)F)cc3)cc2C(=O)N([C@H](C)CO)C[C@@H]1C	.	0.5
COc1cc2c(c(OC)c1OC)-c1cc3c(cc1C[C@H]1C(=O)OC[C@@H]1C2)OCO3	.	0.0
C/C=C/c1cnc2c(c1)C(=O)N([C@H](C)CO)C[C@@H](C)[C@H](CN(C)C(=O)Nc1ccc(F)cc1)O2	3	-11
C[C@H]1CN([C@@H](C)CO)C(=O)c2c(c3ccccc3n2C)-c2ccccc2CO[C@@H]1CN(C)C(=O)Cc1ccccc1	-20	.

# Copied from the list.
# C/C=C/c1cnc2c(c1)C(=O)N([C@H](C)CO)C[C@@H](C)[C@H](CN(C)C(=O)Nc1ccc(F)cc1)O2 – PRC2 inh = 3
# C[C@H]1CN([C@@H](C)CO)C(=O)c2c(c3ccccc3n2C)-c2ccccc2CO[C@@H]1CN(C)C(=O)Cc1ccccc1 – PRC2 inh = -20

# The list goes on.
# Under each structure – PRC2 inh, IDH1 mut inh
COc1ccc(CN2C[C@@H](C)[C@@H](OC)CN(C)C(=O)c3cc(NC(C)=O)ccc3OC[C@@H]2C)cc1
→ -6, 0.1
C[C@@H]1CN([C@H](C)CO)S(=O)(=O)c2ccc(C#CC3CC3)cc2O[C@@H]1CN(C)C(=O)c1cnccn1
→ -4, -0.4
C[C@H]1CN([C@@H](C)CO)C(=O)c2cc(NS(C)(=O)=O)ccc2O[C@@H]1CN(C)Cc1ccc(Oc2ccccc2)cc1
→ 2, 0.0
C[C@@H]1CN([C@@H](C)CO)C(=O)c2cccc(NC(=O)Nc3cccc4ccccc34)c2O[C@H]1CN(C)C(=O)Nc1ccccc1
→ ., -0.3
C[C@H](CO)N1C[C@H](C)[C@@H](CN(C)C(=O)NC2CCCCC2)Oc2ccc(NC(=O)CCCCCC(=O)Nc3ccccc3N)cc2CC1=O
→ ., -0.7
Cc1noc(C)c1NC(=O)N(C)C[C@H]1Oc2ccc(NC(=O)CCC(F)(F)F)cc2CC(=O)N([C@@H](C)CO)C[C@H]1C
→ -14, 1.7
C/C=C/c1cnc2c(c1)C(=O)N([C@H](C)CO)C[C@H](C)[C@@H](CN(C)C(=O)Cc1ccccn1)O2
→ 3, -0.1
C[C@@H]1CN([C@H](C)CO)C(=O)CCCn2cc(nn2)CO[C@H]1CN(C)S(=O)(=O)c1ccc(Oc2ccccc2)cc1
→ ., 0.9
C[C@@H]1CN([C@H](C)CO)C(=O)Cc2cc(NS(=O)(=O)c3ccc(F)cc3)ccc2O[C@H]1CN(C)Cc1ccncc1
→ 2, 7.6
CCCNC(=O)C[C@@H]1C[C@H]2c3cc(NC(=O)c4cccnc4)ccc3O[C@H]2[C@H](CO)O1
→ -8, 0.1
C[C@H](CO)N1C[C@H](C)[C@H](CN(C)S(=O)(=O)c2cn(C)cn2)Oc2c(NC(=O)Nc3ccccc3)cccc2C1=O
→ ., -0.4
C[C@@H]1CN([C@H](C)CO)C(=O)c2cc(NC(=O)CCCN(C)C)ccc2O[C@@H](C)CCCCO[C@H]1CN(C)S(=O)(=O)c1cccs1
→ ., 0.8
COc1ccc(NC(=O)N(C)C[C@@H]2OCCCC[C@@H](C)Oc3ccc(NC(=O)Nc4c(C)noc4C)cc3C(=O)N([C@H](C)CO)C[C@@H]2C)cc1
→ ., 0.1
O=C(Cc1ccncc1)NCC[C@@H]1CC[C@@H](NC(=O)C2CCC2)[C@H](CO)O1
→ -8, 0.2
COc1cccc(C(=O)Nc2ccc3c(c2)C(=O)N(C)C[C@@H](OC)[C@@H](C)CN(C(C)=O)[C@@H](C)CO3)c1
→ -3, -0.1
O=C(C[C@H]1CC[C@@H](NC(=O)c2ccncc2)[C@@H](CO)O1)NCC1CCCCC1
→ 7, 0.4
CO[C@H]1CN(C)C(=O)c2ccc(NC(=O)Nc3ccccc3F)cc2OC[C@H](C)N(C)C[C@@H]1C
→ -28, 0.3
CCCN(C)C[C@H]1Oc2cc(C#Cc3ccccc3F)ccc2S(=O)(=O)N([C@H](C)CO)C[C@@H]1C
→ 2, 0.4
C[C@@H]1CN([C@H](C)CO)C(=O)c2cc(C#Cc3ccc(F)cc3)cnc2O[C@@H]1CN(C)C
→ -11, -0.7
COc1cccc(-c2cnc3c(c2)C(=O)N([C@H](C)CO)C[C@H](C)[C@H](CN(C)S(=O)(=O)c2ccccc2)O3)c1
→ 2, -0.2
C[C@@H]1CN([C@@H](C)CO)C(=O)c2cc(NC(=O)CCC(F)(F)F)ccc2O[C@H]1CN(C)C(=O)Nc1ccccc1
→ 0, 1.7
C[C@H]1CCCCO[C@H](CN(C)CC2CC2)[C@@H](C)CN([C@@H](C)CO)C(=O)c2cc(NS(=O)(=O)c3ccccc3)ccc2O1
→ ., 1.4
FC(F)(F)c1ccnc(SCn2c(=S)sc3ccccc32)n1
→ 19, -0.8
CNC[C@H]1Oc2cc(C#Cc3ccccc3)ccc2S(=O)(=O)N([C@H](C)CO)C[C@@H]1C
→ -35, 0.8
CSc1nc2ccc(S(=O)(=O)NCCOc3ccc(Cl)cc3)cc2s1
→ ., 1.2
COc1ccc(S(=O)(=O)N(C)C[C@H]2Oc3ccc(NC(=O)Cc4cn(C)c5ccccc45)cc3C(=O)N([C@@H](C)CO)C[C@@H]2C)cc1
→ ., -2.9
CO[C@@H]1CN(C)C(=O)c2ccc(NC(=O)NC(C)C)cc2OC[C@H](C)N(Cc2ccc(-c3ccccn3)cc2)C[C@@H]1C
→ -12, -0.2
CCCc1cn(CC[C@H]2CC[C@H](NC(=O)C3CCC3)[C@H](CO)O2)nn1
→ 2, -0.5
COc1ccc(CN2C[C@H](C)[C@@H](OC)CN(C)C(=O)c3cc(NC(C)=O)ccc3OC[C@@H]2C)cc1
→ -5, 0.1
COc1cccc(C#Cc2ccc3c(c2)O[C@@H](CN(C)C)[C@H](C)CN([C@H](C)CO)S3(=O)=O)c1
→ ., -1.1
CN(C)C(=O)C[C@H]1C=C[C@H](NC(=O)NC2CCCCC2)[C@H](CO)O1
→ -11, 0.2
CCC(=O)Nc1ccc2c(c1)C(=O)N(C)C[C@@H](OC)[C@H](C)CN(Cc1ccccn1)[C@H](C)CO2
→ 3, 0.1
C[C@@H]1CCCCO[C@H](CN(C)C(=O)CCCN(C)C)[C@H](C)CN([C@@H](C)CO)C(=O)c2cc(NC(=O)Nc3cccc4ccccc34)ccc2O1
→ ., -0.6
C[C@H](CO)N1C[C@H](C)[C@H](CN(C)Cc2ccc(Cl)c(Cl)c2)Oc2ccc(NC(=O)Cc3cn(C)c4ccccc34)cc2CC1=O
→ ., 1.2
CN(C)C(=O)C[C@H]1C[C@H]2c3cc(NS(C)(=O)=O)ccc3O[C@H]2[C@@H](CO)O1
→ -10, 2.8
CC(C)NC(=O)N(C)C[C@H]1OCCCC[C@H](C)Oc2ccc(NC(=O)Nc3cccc4ccccc34)cc2C(=O)N([C@@H](C)CO)C[C@H]1C
→ ., -5.3
Cc1cc(=O)[nH]c(SCC(=O)Nc2ccc(Br)cc2)c1C#N
→ -106, 0.8
COc1ccc(NC(=O)Nc2ccc3c(c2)[C@@H]2C[C@@H](CC(=O)NC4CCCCC4)O[C@H](CO)[C@@H]2O3)cc1
→ -4, 0.6
C[C@H]1CN([C@@H](C)CO)C(=O)CCCn2cc(nn2)CO[C@@H]1CN(C)S(=O)(=O)c1ccc(Oc2ccccc2)nc1
→ ., -2.3
CO[C@H](CN(C)S(=O)(=O)c1ccc(Cl)cc1)[C@H](C)CN([C@@H](C)CO)S(=O)(=O)c1cccc(Cl)c1
→ 17, -0.6

# Record cards, from the list above.
# Listed for C[C@H]1CN([C@@H](C)CO)C(=O)c2cc(C#CCN(C)C)cnc2O[C@@H]1CN(C)C(=O)Cc1cccnc1 = PRC2 inh: -1; IDH1 mut inh: -3.1
# Listed for Cc1nn(C(C)C(=O)NCc2ccco2)c(C)c1[N+](=O)[O-] (stereo not given) = PRC2 inh: 16; IDH1 mut inh: 1.3
# Listed for CO[C@@H]1CN(C)C(=O)c2ccc(NC(=O)c3ccc(F)cc3)cc2OC[C@@H](C)N(C)C[C@@H]1C = PRC2 inh: 3; IDH1 mut inh: 0.4

# Bioassay records as filed in PubChem BioAssay.
